Compound activity from PubChem.
ER stress death: ER stress cell death inhibition | CSM14.1 thapsigargin ER stress survival, ATP luminescence | relative survival (cellular ATP), % at 15 µg/mL (by protocol) | 48,000 tested, 0.33% active;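 active means survival measured by cellular ATP above 50% at 15 µg/ml in the first screen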;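 further: cell death triggered by about 15 µM thapsigargin; ATP read 24 h after thapsigargin was added; plate controls were thapsigargin with DMSO for no effect and DMSO without thapsigargin for full effect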
Starred values were filed as active, the others as inactive.

A first look, 6 compounds:
SMILES	ER stress death
O=[N+]([O-])c1ccc2c(c1)S(=O)(=O)N=C2Nc1cccnc1	1
Cc1cc(Cl)ccc1OCC(=O)N1CCN(c2ccccn2)CC1	3
CCOC(=O)c1c(N)sc2c1CCC(c1ccccc1)C2 (stereo not drawn)	4
O=C(N/N=C/c1cccc([N+](=O)[O-])c1)C1COc2ccccc2O1 (stereo not drawn)	5
COc1ccc(C(=O)N2CCN(C(=O)c3cccs3)CC2)cc1	10
O=C(Nc1cccc2nsnc12)c1ccc(-c2cccc(Cl)c2)o1	-4

Results, from the start:
SMILES	ER stress death
O=[N+]([O-])c1ccc2c(c1)S(=O)(=O)N=C2Nc1cccnc1	1
Cc1cc(Cl)ccc1OCC(=O)N1CCN(c2ccccn2)CC1	3
CCOC(=O)c1c(N)sc2c1CCC(c1ccccc1)C2 (stereo not drawn)	4
O=C(N/N=C/c1cccc([N+](=O)[O-])c1)C1COc2ccccc2O1 (stereo not drawn)	5
COc1ccc(C(=O)N2CCN(C(=O)c3cccs3)CC2)cc1	10
O=C(Nc1cccc2nsnc12)c1ccc(-c2cccc(Cl)c2)o1	-4
NC(=O)C1CCN(Cc2c(O)ccc3ccccc23)CC1	-2
CCCOC(=O)c1c(-c2ccc(Cl)c(Cl)c2)csc1N	2

(more compounds)
SMILES	ER stress death
C/C(=C\C(=O)ONC(=O)c1ccccc1)NC(C)C	7
Cc1ccc(NC(=O)c2cccc(C)c2)nc1	-2
O=C(Nc1cc([N+](=O)[O-])ccc1F)C(c1ccccc1)c1ccccc1	3
CC1=NN(C(=O)c2cocc2C)C(O)(C(F)(F)F)C1 (stereo not drawn)	9
COc1cc(OC)cc(C(=O)Nc2ccc(NC(=O)c3ccco3)c(OC)c2)c1	0
CC1=C(C(=O)Nc2ccccc2)C(c2ccccc2Br)NC(=S)N1 (stereo not drawn)	-6
CCCCOc1ccc(-c2nc(C3CCCCC3)no2)cc1	0
O=C(Nc1nccs1)c1ccc(N2C(=O)c3cccc([N+](=O)[O-])c3C2=O)cc1	8

Additional structures.
SMILES	ER stress death
NS(=O)(=O)c1ccc(CNC2CC(=O)N(c3ccc(Cl)c(Cl)c3)C2=O)cc1 (stereo not drawn)	7
CSCCC(NC(=O)/C(=C\c1ccc(Cl)cc1)NC(=O)c1ccccc1)C(=O)O (stereo not drawn)	0
COc1cccc(NC(=O)/C(=C/c2ccccc2)NC(C)=O)c1	-7
COc1ccc(/C=N/Nc2nc(N3CCCC3)nc(N3CCCC3)n2)c(OC)c1	11
O=C(Nc1ccccc1)Nc1nnc(/C=C/c2ccccc2)s1	2
O=C(/C=C/c1ccccc1)C1=C(O)C(=O)N(c2cccc(C(F)(F)F)c2)C1c1ccc([N+](=O)[O-])cc1 (stereo not drawn)	4
CCCCOc1cc2oc(=O)c(CC)c(C)c2cc1CC	5
CCOC(=O)c1ccc(NC(=O)c2ccc([N+](=O)[O-])cc2Cl)cc1	14

(continued)
SMILES	ER stress death
S=c1[nH]nc(-c2ccccc2Cl)n1C1CCCCC1	1
CC1=C(C(=O)Nc2ccccc2)C(c2ccccc2Cl)NC(=S)N1 (stereo not drawn)	-1
Cc1ccc(N2C(=O)c3ccccc3C2=O)cc1[N+](=O)[O-]	7
Cc1ccc(S(=O)(=O)N2CCN(CCNC(=O)C(=O)Nc3ccc(Br)cc3)CC2)cc1	3
COc1ccc(CCNC(=O)CN(c2ccc(Br)cc2)S(C)(=O)=O)cc1OC	0
CCC1=NN2C(=N)/C(=C/c3ccc(OC(=O)c4ccc(Cl)cc4)c(OC)c3)C(=O)N=C2S1	7
CC(=O)NN1C(=O)/C(=C/c2cc3c(cc2[N+](=O)[O-])OCO3)SC1=S	10
COc1ccc(S(=O)(=O)NNC(=O)C23CC4CC(CC(C4)C2)C3)cc1	11

The list continues:
SMILES	ER stress death
Cn1c(-n2c(CCCN3C(=O)c4ccccc4C3=O)nc3ccccc3c2=O)nc2ccccc21	-3
CC(=O)NNC(=O)COc1ccc(Br)cc1	11
O=C(/C=C/c1ccc(OCc2ccccc2)cc1)c1ccc(Br)cc1	7
COc1ccccc1/C=N/Nc1cc(-c2ccccc2)nc(C)n1	3
CCOC(=O)c1c(-c2ccccc2)oc2ccc(OC(=O)c3ccco3)cc12	0
O=C1NC(=S)N(c2ccc(Br)cc2)C(=O)/C1=C/c1ccc(N2CCOCC2)o1	0
Cc1ccc(C(=O)Nc2c(C(=O)Nc3cccnc3)cnn2-c2ccccc2)cc1	3
Cc1cc(Cl)ccc1NC(=O)c1cccc([N+](=O)[O-])c1	2

Next part.
SMILES	ER stress death
Cc1cccc(OCC(=O)Nc2ccc(Cl)cc2C(F)(F)F)c1	3
COc1cc2c(cc1NC(=O)c1cccc(F)c1)oc1ccccc12	15
COc1ccc(C(=O)CC2(O)C(=O)N(C)c3ccccc32)cc1OC (stereo not drawn)	-3
CCSc1nnc(NC(=O)C(C)(C)C)s1	6
Cc1ccc(NC(=O)C(C)Sc2ccc(Cl)cc2)cc1 (stereo not drawn)	0
CCOC(=O)c1c(NC(=O)COc2ccccc2C)sc(C(=O)N2CCCCC2)c1C	8
O=C(CN(Cc1ccccc1)S(=O)(=O)c1ccc(Br)cc1)N/N=C/c1c(O)ccc2ccccc12	15
CC(C)c1ccccc1NC(=O)C(c1ccccc1)c1ccccc1	6

(list continues)
SMILES	ER stress death
CCOC(=O)C1=C(C)N=c2s/c(=C\c3ccc(NC(C)=O)cc3)c(=O)n2C1c1ccc(OC)c(OC)c1 (stereo not drawn)	9
COc1ccc(CC(=O)NCC2(c3ccccc3)CCCC2)cc1	1
CC(=O)Nc1ccc(NC(=S)Nc2ccc(F)cc2)cc1	7
CCc1cccc(NC(=O)c2ccccc2Br)c1	1
COc1ccc(NC(=O)c2cc([N+](=O)[O-])ccc2N2CCN(C)CC2)cc1	1
O=c1nc(/C=C/c2cc3c(cc2[N+](=O)[O-])OCO3)cc(C(F)(F)F)[nH]1	14
CCOc1cccc(C=Nc2cc(CC)ccc2O)c1O	2
Cc1cccc(NC(=O)C(=O)NCCc2ccc(Cl)cc2)c1	1

Next part:
SMILES	ER stress death
Cc1cc(N2C(=O)NC(=O)/C(=C\c3cn(C)c4ccccc34)C2=O)ccc1Br	15
CCOc1cc(C=C2C(=O)NC(=S)NC2=O)ccc1OCc1ccc(Cl)cc1	0
COc1ccc(C(=O)Nc2sc3c(c2C(N)=O)CCCCCC3)cc1OC	2
COC(=O)c1ccc(-n2c(C)cc(C=C3C(=O)NC(=S)NC3=O)c2C)cc1	-4
COc1ccc(/C=C/C(=O)Nc2ccc(F)c([N+](=O)[O-])c2)cc1	-2
O=C(NC1CCCCC1)N1CCN(c2cccc(Cl)c2)CC1	5
COC(=O)c1sccc1NC(=O)/C=C/c1ccc(C(C)(C)C)cc1	1
O=C(O)CCCCCN1C(=O)C(=O)/C(=C(/O)c2ccc(F)cc2)C1c1ccc(Cl)cc1 (stereo not drawn)	3

Taken from above, 2 compounds:
SMILES	ER stress death
Cc1cc(N2C(=O)NC(=O)/C(=C\c3cn(C)c4ccccc34)C2=O)ccc1Br	15
CCOc1cc(C=C2C(=O)NC(=S)NC2=O)ccc1OCc1ccc(Cl)cc1	0

(list continues)
SMILES	ER stress death
O=C(O)c1ccc(-c2cc(Cl)ccc2Cl)o1	-2
Cc1cc(C)nc(/N=C(/N)Nc2cccc([N+](=O)[O-])c2)n1	-2
CC1=CC(C)C2C(=O)N(Cc3ccc[n+](C)c3)C(=O)C2C1 (stereo not drawn)	0
CCOC(=O)N1N=C(c2ccc(F)cc2)CC1(O)C(F)(F)F (stereo not drawn)	4
O=C1NC(=S)N/C1=C/c1cc([N+](=O)[O-])ccc1Cl	11
O=c1oc2cc(OCc3c(F)c(F)c(F)c(F)c3F)ccc2cc1-c1ccc2ccccc2n1	11
Cc1ccc2oc(-c3ccc(NC(=O)Cc4ccccc4)cc3O)nc2c1	4
Cc1cc(NC(=O)c2ccc(Cl)c(Cl)c2)ccc1NC(=O)c1ccccc1	12

Retrieved one by one from the entries so far, two records:
SMILES	ER stress death
O=C(O)c1ccc(-c2cc(Cl)ccc2Cl)o1	-2
CCOC(=O)N1N=C(c2ccc(F)cc2)CC1(O)C(F)(F)F (stereo not drawn)	4

The results go on.
SMILES	ER stress death
CC(C)(C)C(=O)Nc1nnc(-c2ccccc2)s1	6
CCC1CCc2c(sc(NC(=O)c3c(-c4c(Cl)cccc4Cl)noc3C)c2C(N)=O)C1 (stereo not drawn)	7
COc1ccc(/C=C2\SC(=S)N(CCCC(=O)Nc3ccc(O)cc3)C2=O)cc1	1
O=C(O)C1CCCCC1C(=O)Nc1cccc([N+](=O)[O-])c1 (stereo not drawn)	4
Cc1ccc(O)c(NC(=O)CN2C(=O)c3ccccc3C2=O)c1	2
Cc1ccc2nc(-c3nonc3N)[nH]c2c1	-8
CC(c1ccccc1)c1nnc(NC(=O)c2ccco2)s1 (stereo not drawn)	1
O=C1S/C(=C\c2ccco2)C(=O)N1Cc1ccccc1	1

> COc1ccc(CCN=CC2=C(O)c3ccccc3C2=O)cc1
  ER stress death: 5

> COC(=O)c1c(NC(=O)C2C(C=C(Cl)Cl)C2(C)C)sc2c1CCCC2 (stereo not drawn)
  ER stress death: 7

> COc1ccccc1C(=O)NC(NC(=O)c1ccccc1OC)c1ccc(F)cc1
  ER stress death: 3

> CCc1ccc(NC(=O)COc2cccc(C)c2C)cc1
  ER stress death: 11

> N#CC(C(N)=O)=C1CCC2(CC1)OCCCCO2
  ER stress death: 0

> O=c1nc(/C=C/c2ccc(-c3ccc([N+](=O)[O-])cc3Cl)o2)cc(C(F)(F)F)[nH]1
  ER stress death: -4

> COc1ccc(N=c2ssc3c2-c2ccc(OC)cc2NC3(C)C)cc1
  ER stress death: 6

> Cc1c(C(=O)Nc2ccccc2C(F)(F)F)cccc1[N+](=O)[O-]
  ER stress death: 11

> O=S(=O)(O)c1ccc(NS(=O)(=O)c2cccc3cccnc23)cc1
  ER stress death: 1

> COC(C)(C)C(=O)CC(=O)C(C)(C)C
  ER stress death: 11

> CC1(C)Cc2ccccc2/C(=C/SC(=N)N)N1
  ER stress death: -1

> CCc1ccc(S(=O)(=O)Nc2ccccc2OC)cc1
  ER stress death: 6

> COc1ccc(/C=C/C(=O)NC(=S)n2cnc3ccccc32)cc1OC
  ER stress death: 0

> COc1cccc(C2NC(=O)N(C)C(C)=C2C(=O)OC(C)C)c1OC (stereo not drawn)
  ER stress death: 0

> CCC(CC)C(=O)Nc1ccccc1[N+](=O)[O-]
  ER stress death: 7

> COc1ccc(OCC(=O)Nc2ccc(NC(=O)c3ccco3)c(OC)c2)cc1
  ER stress death: 6

> O=C(Nc1cccc(-c2nnc(-c3ccccc3)o2)c1)c1cccs1
  ER stress death: 8

> COc1ccccc1/C=C/C(=O)c1ccc(F)cc1
  ER stress death: -5

> O=C1C(=O)N(c2cccnc2)C(c2ccc([N+](=O)[O-])cc2)/C1=C(\O)c1ccc(Cl)cc1 (stereo not drawn)
  ER stress death: 8

> COc1ccc2oc(=O)c(C(N)=O)cc2c1
  ER stress death: -2

> CCOc1cc(/C=C2\SC(N3CCCCCC3)=NC2=O)ccc1O
  ER stress death: 9

> O=C1NN(c2ccccc2)C(=O)C2C3c4ccccc4C(c4ccccc43)C12 (stereo not drawn)
  ER stress death: 2

> C/C(=N\NC(=O)CCc1c(C)n[nH]c1C)c1ccc(N)cc1
  ER stress death: 9

> CN1CCN(C(=O)c2ccccc2NC(=O)c2cccnc2)CC1
  ER stress death: 12

> O=C(C(Sc1ccccc1)c1ccccc1)N1CCOCC1 (stereo not drawn)
  ER stress death: 4

> Cc1ccccc1OCC(=O)N1CCN(c2ccccn2)CC1
  ER stress death: -2

> Cc1ccc(NC(=O)CN(c2ccc(Br)cc2)S(C)(=O)=O)c(C)c1
  ER stress death: 6

> Cc1ccc(-c2ccc(OC(=O)c3ccco3)cc2)cc1
  ER stress death: -4

> COC(=O)/C(C#N)=C/c1c(OC)[nH]c2ccccc12
  ER stress death: -2

> Cc1ccc(NC(=O)CN(c2c(C)n(C)n(-c3ccccc3)c2=O)S(=O)(=O)c2ccccc2)cc1
  ER stress death: 4

> O=C(NCCOc1ccccc1)c1ccccc1F
  ER stress death: 15

> O=C(COc1ccc([N+](=O)[O-])cc1)Nc1cc(-c2nc3ccccc3s2)ccc1Cl
  ER stress death: -3

> Cc1ccc(CN=Cc2ccc(OC3CSC3)cc2)cc1
  ER stress death: 5

> CCOc1cc(/C=N/N=C2/NC(=O)CS2)cc(I)c1O
  ER stress death: 7

> O=C(NC(Nc1cccc([N+](=O)[O-])c1)C(Cl)(Cl)Cl)c1cccc(I)c1 (stereo not drawn)
  ER stress death: 8

> COc1cccc(/C=N/NC(=O)c2cc(-c3ccc4ccccc4c3)n[nH]2)c1
  ER stress death: 6

> Cc1cc2ncn(S(=O)(=O)c3ccc(Cl)c([N+](=O)[O-])c3)c2cc1C
  ER stress death: 6

> O=C(/C=C/c1ccccc1)NC(=S)Nc1ccccc1O
  ER stress death: -2

> Cc1ccc(OCCOCCOc2ccc(Br)cc2/C=C2/SC(=S)NC2=O)cc1
  ER stress death: 6

> COC(=O)c1ccc2c(c1)C1C=CCC1C(c1cccc3ccccc13)N2 (stereo not drawn)
  ER stress death: 5

> Oc1ccc(N=Nc2ccc(Cl)cc2)c2cccnc12
  ER stress death: 6

> Cc1cc(Cl)ccc1OCC(=O)NCCCN1CCOCC1
  ER stress death: 0

> O=C(Nc1ccccc1F)c1ccc(Br)o1
  ER stress death: 4

> CCOc1ccccc1NC(=O)C1(c2ccccc2)CC1(Cl)Cl (stereo not drawn)
  ER stress death: 11

> CN(C)c1ccc(-c2nc3sc4c(c3c(=O)[nH]2)CCCC4)cc1
  ER stress death: 1

> c1ccc(C2=NN3COc4ccccc4C3C2)cc1 (stereo not drawn)
  ER stress death: 10

> Cc1no[n+]([O-])c1COc1ccccc1/C=C1\N=C(c2ccccc2)OC1=O
  ER stress death: 0

> CCOCCOC(=O)C1=C(C)NC2=C(C(=O)CC(C)(C)C2)C1c1cccc(O)c1 (stereo not drawn)
  ER stress death: -1

Part of the list above in order of SMILES length, lowest first:
> Cc1cc(Cl)ccc1NC(=O)c1cccc([N+](=O)[O-])c1
  ER stress death: 2

> O=C(Nc1nccs1)c1ccc(N2C(=O)c3cccc([N+](=O)[O-])c3C2=O)cc1
  ER stress death: 8

> Cc1ccc(NC(=O)CN(c2c(C)n(C)n(-c3ccccc3)c2=O)S(=O)(=O)c2ccccc2)cc1
  ER stress death: 4

An excerpt; count on the stated rates, not on these rows.
